# tim10-1 inh: tim10-1 yeast growth inhibition | AID 463190 | S. cerevisiae tim10-1 ts strain growth, BacTiter-Glo, 24 h | inhibition, % at 20 µM | actives 2.2% (n = 330,000);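 active = inhibition of at least 40%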;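 also: mutant grown at 25 °C; 0% = DMSO wells with yeast and 100% = wells holding no yeast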
# MPTP block: inhibitors of mitochondrial permeability transition pore; actives 1.4% (n = 360,000); isolated mouse mitochondria, Ca2+ swelling absorbance, 30 min; inhibition, % at 10 µM;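 active = inhibition of 50% or more, scaled per plate between neutral and stimulator controls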;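 also: 0% = DMSO wells given calcium and 100% = 1 mM EGTA wells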
# APJ ag: agonists of human APJ apelin receptor; CHO-K1 APJ PathHunter beta-arrestin, luminescence; 0% DMSO wells, 100% apelin; activation, % at 20 µM; actives 0.11% (n = 330,000); AID 2520;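 active = activation more than six SD over the plate average, tested at 20 µM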;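 also: 0% = DMSO alone and 100% = apelin-13 at 10 nM; some results filed as inactive read as strong as hits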
# Target sequence (P35414 whole entry, looked up): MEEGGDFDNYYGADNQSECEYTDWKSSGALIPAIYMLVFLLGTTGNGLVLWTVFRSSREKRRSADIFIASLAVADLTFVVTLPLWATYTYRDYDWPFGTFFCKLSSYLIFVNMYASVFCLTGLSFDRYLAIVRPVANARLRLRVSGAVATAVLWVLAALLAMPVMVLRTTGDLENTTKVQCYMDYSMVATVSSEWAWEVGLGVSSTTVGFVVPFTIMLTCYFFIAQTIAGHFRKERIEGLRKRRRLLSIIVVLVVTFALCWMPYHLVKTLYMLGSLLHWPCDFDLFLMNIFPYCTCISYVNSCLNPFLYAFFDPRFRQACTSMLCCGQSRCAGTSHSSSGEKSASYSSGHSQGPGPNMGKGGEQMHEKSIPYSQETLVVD
#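 Assay system: engineered CHO-K1 APJ arrestin reporter cells; Amount: 1000 CHO-K1 reporter cells seeded per well; Dosing: one dose, 20 µM compound, 1% DMSO; Times: compound stimulation 90 min at 25 °C, detection 60 min; Measured by: luminescent beta-gal fragment complementation, chemiluminescent substrate; Read-out: APJ–arrestin association signal; Controls: DMSO vs Apelin-13 10 nM.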
# tim23-1 inh: growth inhibitors of tim23-1 mutant yeast; S. cerevisiae tim23-1 growth, BacTiter-Glo luminescence, 24 h; inhibition, % at 20 µM; actives 1.3% (n = 330,000); AID 463212;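 active = growth inhibition of the mutant yeast at or above 50%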;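 also: temperature-sensitive mutant grown at 25 °C; plate controls were DMSO-treated mutant yeast for no effect and medium wells lacking yeast for full effect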
# NLRP3 yeast inh: NALP3 inhibition in yeast | AID 2825 | actives 0.39% (n = 330,000) | Yeast reconstituted NLRP3/ASC/caspase-1, beta-gal luminescence, 24 h | inhibition, % at 10 µM;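 active = inhibition of 50% or more; inactive = inhibition below 50%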;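 also: plate controls were induced DMSO wells for no effect and uninduced yeast grown without galactose for full effect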
# MIN6 prolif: MIN6 beta-cell proliferation induction | AID 2380 | MIN6 cells proliferation, ATPlite luminescence, 48 h; cells starved in 0.2% serum; 100% = growth in 10% serum | actives 0.29% (n = 330,000) | proliferation, % at 10 µM;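 active = compounds whose signal lies at least 3.5 SD above the mean of all wells on their plate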;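 also: 0% = DMSO-treated cells in low-serum medium and 100% = 10% serum control; some compounds called inactive have numbers as strong as hits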
# NR3A LBD binder: modulates the human NR3A ligand-binding domain. NR3A LBD differential scanning fluorimetry, Tm shift; 0% = protein alone, 100% = glycine-bound protein. Tm shift relative to glycine control, % at 25 µM. actives 2.5% (n = 340,000). AID 1259313;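 active = melting temperature shift of at least 10% of the positive control shift, at one fixed dose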
# TIM10 inh: inhibits growth of TIM10 yeast strain; S. cerevisiae TIM10 strain growth, BacTiter-Glo luminescence, 24 h; inhibition, % at 10 µM; actives 1.4% (n = 330,000);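 active = inhibition of 40% or more at the single tested concentration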;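 also: wild-type TIM10 isogenic control strain grown at permissive 25 °C; 0% = DMSO yeast wells and 100% = minimal medium wells without yeast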
# APJ antag: APJ receptor antagonism; AID 2521; P35414; CHO-K1 APJ beta-arrestin complementation, luminescence; actives 0.32% (n = 330,000); inhibition, % at 20 µM;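 active = inhibition above about 40% at 20 µM, limit read from the data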;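 also: cells challenged with 10 nM apelin-13 agonist together with compound; plate controls were apelin-13 plus DMSO wells for no effect and DMSO wells lacking apelin-13 for full effect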
# Numbers without * were called inactive; / = not tested or not shown. Random draw from the library (roughly 7.2% active in at least one column).
SMILES,tim10-1 inh,MPTP block,APJ ag,tim23-1 inh,NLRP3 yeast inh,MIN6 prolif,NR3A LBD binder,TIM10 inh,APJ antag
Cc1nc2ccc(S(=O)(=O)NCC(=O)Nc3cccc(F)c3)cc2s1,-42,-0.4,0,-11,8,-2,1,-25,-24
O=C(COC(=O)c1ccccc1NS(=O)(=O)c1cccs1)NCC12CC3CC(CC(C3)C1)C2,11,6.8,2,22,-15,-6,-6,23,10
COc1ccc(N2CCN(CCC3Oc4cc([N+](=O)[O-])ccc4NC3=O)CC2)cc1 (stereo not drawn),25,1.3,1,24,24,-4,1,21,28
CNC(=S)N(CCc1c(C)[nH]c2ccc(C)cc12)Cc1cc(OC)c(OC)c(OC)c1,9,-0.5,-3,9,3,0,-13,4,7
Cc1nc2ncnn2c(C)c1Cc1c(Cl)cccc1Cl,-27,0.0,6,-175,-8,-3,0,-34,-19
Cc1ccc(N2CC(C(=O)NCc3ccc(C)n3C)CC2=O)cc1 (stereo not drawn),13,0.0,-2,18,-21,-1,1,6,-5
O=C(O)C12CC3CC(C1)CC(n1ncc(NCc4ccco4)c(Cl)c1=O)(C3)C2,-7,0.1,-4,3,-3,0,-1,4,7
Cc1c(CN(C)C(=O)c2sc3cc(Cl)ccc3c2Cl)cnn1C,30,84*,13,19,19,-3,-3,14,-7
CCOc1ccc(NC(=S)NCCN2CCN(Cc3ccccc3)CC2)cc1,-6,4.2,-4,-12,12,0,-1,-7,-13
Cc1ccc(S(=O)(=O)N2CCC(C(=O)NCC(C)(C)N3CCOCC3)CC2)c(C)c1,12,-0.4,-1,22,13,2,0,-3,2
CCCN(CC(=O)Nc1ccc(C(N)=O)cc1)CC(=O)Nc1ccc(Cl)cc1Cl,-10,0.0,1,0,17,-1,-13,-2,-8
O/N=C/c1cc(Br)ccc1OCc1cccc(F)c1,18,2.3,0,3,7,0,-49,13,3
Cc1nc(-c2nnc(-c3ccccc3)o2)c(C(F)(F)F)o1,20,2.8,-2,9,18,1,-1,-9,11
O=C(O)CCn1cc(-c2ccc(F)cc2)nc1-c1ccncc1,-7,1.5,0,-12,1,2,0,-5,12
NC(=O)N[C@@H](Cc1c[nH]c2ccccc12)C(=O)OCC(=O)N1CCCCC1,7,1.1,-2,-3,18,7,-1,4,0
C/C(=N\n1c(C)nc2ccccc2c1=O)c1ccc(N)cc1,4,2.3,0,13,4,3,-2,8,-17
CCN(C)c1ccc(/C=N\n2nnnc2N)cc1,5,-0.5,7,1,8,-5,-1,2,-9
Cc1ccsc1-c1nc(CN2CCCC2c2ccc(F)cc2)c(C)o1 (stereo not drawn),20,-2.4,-4,15,10,-3,-1,7,0
Cc1ccccc1CN1CCNC(=O)C1CC(=O)O (stereo not drawn),2,-3.1,-1,-1,11,-2,-3,-4,-5
CC(C)N(CCC#N)C(=O)Nc1ccc2c(c1)CCO2,-14,0.8,-4,-4,24,-1,2,-7,24
COc1ccc(/C=N/NC(=O)CNC(=O)c2ccc3c(c2)OCCO3)cc1OC,11,0.4,-1,12,4,-2,0,7,10
CCS(=O)(=O)c1nc(S(=O)(=O)c2ccc(C)cc2)c(NCCCn2ccnc2)s1,1,-0.8,0,-7,9,0,0,-14,21
CN(Cc1ccccc1)C(=O)CCC(=O)N(C)Cc1ccccc1,8,-1.2,-4,6,10,-1,0,6,8
CC1CC(C)(C)NC(=S)N1CCC(=O)N1CCc2ccccc2C1 (stereo not drawn),20,-0.5,-1,11,23,0,2,14,1
COc1ccc(S(=O)(=O)N(CC(=O)Nc2cc(C)on2)Cc2ccccc2)cc1,30,-0.7,0,14,11,-2,0,-12,-3

# Further records.
SMILES,tim10-1 inh,MPTP block,APJ ag,tim23-1 inh,NLRP3 yeast inh,MIN6 prolif,NR3A LBD binder,TIM10 inh,APJ antag
Nc1nc2ccc(S(=O)(=O)c3ccc4nc(N)sc4c3)cc2s1,0,0.0,-4,4,8,1,-9,11,-10
COC(=O)c1cccc(C(=O)Nc2ccc(F)cc2)n1,-7,0.4,-3,-8,5,-2,-3,-7,-5
COc1cccc(CNC(=O)c2cc3c(cc2Cl)N2CCCCCC2=NS3(=O)=O)c1,-11,-1.2,4,2,3,2,4,-8,-32
O=[N+]([O-])c1ccc(CN2CCCCCC2)s1,17,-0.2,-2,17,38,-1,-1,3,-16
CSCC[C@H](NC(=O)Nc1cccc(Br)c1)C(=O)O,1,-0.4,-3,13,2,1,-1,-24,-7
CCSc1ncnc2sc3c(c12)CCC3,13,9.4,0,8,8,-1,2,-20,-24
COC(=O)c1ccc2c(CCO)c[nH]c2c1,1,0.9,6,10,1,0,1,-6,-18
CC(C)CN(C(=O)C(c1ccccc1)c1ccccc1)c1c(N)n(CC(C)C)c(=O)[nH]c1=O,5,1.2,-3,6,8,-1,-2,6,-8
c1ccc(-c2nnc(-c3ccccn3)s2)nc1,-2,1.2,-3,27,11,-3,1,3,6
COc1ccc(Cl)cc1C(=O)NNC(=S)NC(=O)c1ccc(F)c(F)c1,-2,29,-6,9,37,0,0,18,40*
CC1(C)CC(=O)C2=C(C1)OC1=C(C(=O)CC(C)(C)C1)C2c1ccccc1,38,0.9,4,43,3,-1,-9,22,-3
Cc1ccc(C)c(N(CC(=O)NCc2ccco2)C(=O)CNS(=O)(=O)c2ccc(F)cc2)c1,12,-0.9,-2,11,13,-3,2,-12,21
CCOC(=O)N1CCN(C(=O)c2ccc3c(c2)N=C(CC)c2cc(C)ccc2S3)CC1,21,-1.6,3,30,9,-5,-1,40*,2
COc1ccc(/C=C/C(=O)Nc2ccc(C)cc2)cc1S(=O)(=O)N1CCOCC1,-47,0.3,-1,2,11,-2,-3,2,3
COc1ccccc1CN(C(=O)Cc1cccs1)C(C(=O)NC1CCCC1)c1ccncc1 (stereo not drawn),16,-0.2,-2,5,3,-2,-1,3,10
Cc1cccc(N2C(=O)C3C(c4ccccc4)OC4(C(=O)c5ccccc5C4=O)C3C2=O)c1 (stereo not drawn),11,0.1,-4,4,-1,-1,2,-5,3
CCCCN(C(=O)CSCC(=O)Nc1cccc(C)c1)c1c(N)n(Cc2ccccc2)c(=O)[nH]c1=O,-5,-0.8,-3,8,17,5,-6,-13,23
CC(CC(=O)NCc1cccnc1)c1ccccc1 (stereo not drawn),8,-7.5,-3,13,13,0,0,-9,0
COC(=O)C1(CCSC)NC(c2ccc(O)cc2)C2C(=O)N(c3ccc(F)cc3)C(=O)C21 (stereo not drawn),20,0.0,-3,4,19,0,0,8,-14
COc1cc(OC)c(C2=NOC(C(=O)Nc3ccc4c(c3)OCO4)C2)cc1Cl (stereo not drawn),6,-2.7,0,28,18,-2,-8,10,-7
O=c1ccc(-c2nc3ccccc3n2Cc2ccc(Cl)cc2)c[nH]1,8,1.2,-5,15,2,-1,-5,-7,-14
COC(=O)C1[C@H]2SC(C)(C)C(C(=O)OC)N2C(=O)N1Cc1nc2ccccc2s1 (stereo partly drawn),25,-2.2,-5,7,-13,-5,1,9,1
Cn1cc(C(=O)NS(=O)(=O)Nc2ccc(Br)cn2)c2ccccc21,22,0.1,-4,17,20,-2,0,10,5
COc1ccccc1/C=C\C=N\NC(=O)c1ccco1,28,0.7,-3,40,16,-5,-2,21,-10
CCN(CC)C(=O)c1cccc(NC(=O)c2cc(C3CC3)nc3c2cnn3C(C)C)c1,12,0.4,2,21,6,-7,3,5,-4

# 3 compounds from above, arranged by their value in APJ antag, largest number first.
molecule,MPTP block,NLRP3 yeast inh,NR3A LBD binder,TIM10 inh,APJ antag
CSCC[C@H](NC(=O)Nc1cccc(Br)c1)C(=O)O,-0.4,2,-1,-24,-7
CC(C)CN(C(=O)C(c1ccccc1)c1ccccc1)c1c(N)n(CC(C)C)c(=O)[nH]c1=O,1.2,8,-2,6,-8
O=c1ccc(-c2nc3ccccc3n2Cc2ccc(Cl)cc2)c[nH]1,1.2,2,-5,-7,-14

# Continuation.
SMILES,tim10-1 inh,MPTP block,APJ ag,tim23-1 inh,NLRP3 yeast inh,MIN6 prolif,NR3A LBD binder,TIM10 inh,APJ antag
CCn1c(SCC(=O)Nc2ccc3c(c2)OCCO3)nc2c(c1=O)SC(C)C2 (stereo not drawn),-4,-0.1,-3,-8,2,-3,-2,-1,7
CN(C)CCOc1cc(Cl)cc(Cl)c1,5,0.1,-3,2,25,0,2,-4,11
Cc1ccc(CNC(=O)CSc2nccn(-c3ccc(C)c(F)c3)c2=O)cc1,9,-2.5,5,22,19,-3,-1,10,21
COc1ccc(C(CNC(=O)c2ccc(NS(=O)(=O)c3cccc([N+](=O)[O-])c3)cc2)N2CCOCC2)cc1 (stereo not drawn),-4,-0.4,3,-12,8,0,-9,-13,8
O=C(NCc1cccnc1)C(=O)NCC1OCCN1S(=O)(=O)c1ccc(Cl)cc1 (stereo not drawn),10,-1.4,-2,19,5,-7,1,-7,-8
Cc1ccccc1Cn1nc(C)c(NC(=O)c2noc3c2CCCC3)c1C,31,1.2,3,27,-4,1,-2,-3,0
COCCn1c(SCC(=O)NCc2ccc3c(c2)OCO3)nnc1C(C)C,-6,-0.8,-2,-3,1,-1,-1,8,-5
CC(C)c1ccc(-c2cc(C(=O)N3N=C(C(F)F)CC3(O)C(F)F)c3ccccc3n2)cc1 (stereo not drawn),41*,77*,-2,37,14,-6,35*,25,0
O=C(NNc1c(Cl)cccc1Cl)c1cccs1,-1,1.0,2,-15,4,-1,-1,-3,-12
O=C(CCCn1c(=S)[nH]c2ccccc2c1=O)NC1CCCC1,21,0.3,-5,-3,-2,0,1,-5,14
COc1cccc(N2C(=O)C(CC(=O)Nc3ccccc3)N(C3CCCCC3)C2=O)c1 (stereo not drawn),26,1.7,1,26,6,0,1,16,7
Cc1ccc(-c2nnc(SCC(=O)NNC(=O)COc3cccc4ccccc34)n2C)cc1,0,/,-4,-8,3,0,/,4,-4
O=C(O)COc1ccccc1-c1ccccc1,-6,0.8,-5,9,0,-2,-1,-5,-20
COc1ccc(NC(=O)CC2C(=O)N(c3ccc(F)cc3)C(=S)N2NC(=O)c2ccc(Cl)cc2)cc1 (stereo not drawn),3,1.0,-2,-8,8,-5,-2,10,11
CCCCn1c(N)c(N(CC)C(=O)C(c2ccccc2)c2ccccc2)c(=O)[nH]c1=O,13,0.1,-3,6,19,0,-1,5,0
CCOC(=O)C1CCCN(Cc2cc(=O)oc3cc(C)c(C(C)C)cc23)C1 (stereo not drawn),2,-0.6,-3,38,14,-1,1,0,25
CC(C)(C)OC(=O)C[C@@H]1C/C=C\C[C@H](CC(=O)NCCO)C(=O)N2CCC[C@H]2COC1=O,-4,0.3,2,-5,12,2,-1,3,-4
COc1ccc(C(=O)NCc2nnc(SCC(=O)Nc3nc4ccccc4s3)o2)cc1OC,8,-1.1,-4,2,5,2,-2,-6,1
CC(C)CNS(=O)(=O)c1ccc(CCC(=O)NCc2ccco2)cc1,10,-4.6,1,7,2,0,1,2,-3
CCC[N+](CC#Cc1ccccc1)(CCC)CC(=O)OCC,16,1.9,0,0,-3,2,-5,-13,6
O=[N+]([O-])c1cccc(C(=Nc2cccc(Cl)c2)NO)c1,13,11,-2,4,19,-5,-1,19,6
O=C(NCCc1ccccc1)c1cccc(N2C(=O)C3CC=CCC3C2=O)c1 (stereo not drawn),11,-3.5,2,9,6,-1,1,-5,8

# Individual results from above.
# `Cc1ccc(-c2nnc(SCC(=O)NNC(=O)COc3cccc4ccccc34)n2C)cc1` @ TIM10 inh: 4
# `COc1ccc(C(CNC(=O)c2ccc(NS(=O)(=O)c3cccc([N+](=O)[O-])c3)cc2)N2CCOCC2)cc1` (stereo not drawn) @ TIM10 inh: -13

# Screening results from PubChem.
